# Screening data (PubChem)
# S100A4 inh HTS = blocks human S100A4 binding to myosin IIA peptide; P26447; S100A4/TAMRA-MyoIIA peptide fluorescence polarization; 0.14% of 360,000 active; inhibition, % at 10.7 µM; AID 652163;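 active = mean inhibition of at least 70% across replicates, with every replicate also reaching that level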
# Target sequence (P26447 whole entry, looked up): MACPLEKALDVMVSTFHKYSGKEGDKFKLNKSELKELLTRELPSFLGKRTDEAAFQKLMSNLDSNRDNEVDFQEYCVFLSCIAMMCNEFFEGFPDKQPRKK
#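 System – human S100A4 monomer protein, biochemical binding assay · Buffer or medium – Calcium-containing HEPES buffer, pH 7.2 · Timing – 5 min between mix addition and reading · Also added – TAMRA-labelled myosin IIA heavy-chain peptide probe, 5 nM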
# Statin myotox sup = suppression of simvastatin myotoxicity; C2C12 myotubes + simvastatin, ATP luminescence, 48 h; scaled: DMSO 0, geranylgeraniol control 100; rescue of ATP level, % at 7.49 µM; 0.78% of 330,000 active; AID 602340;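 active = mean ATP rescue above about 67%, or every replicate alone reaching that limit, limit read from the data, passing the limit was not always enough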;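 note: myotubes were challenged with 10 µM simvastatin during compound exposure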
# CASP6 VEID inh = caspase-6 (human) enzyme inhibition; 0.53% of 350,000 active; purified caspase-6, Z-VEID-R110 cleavage fluorescence; inhibition, % at 12.5 µM;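 active = mean inhibition across replicates at least about 35%, with every replicate also reaching that limit, limit read from the data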;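 note: 0% = median of neutral control wells and 100% = no fluorescence left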
# Target sequence (P55212 24-179 limits assumed): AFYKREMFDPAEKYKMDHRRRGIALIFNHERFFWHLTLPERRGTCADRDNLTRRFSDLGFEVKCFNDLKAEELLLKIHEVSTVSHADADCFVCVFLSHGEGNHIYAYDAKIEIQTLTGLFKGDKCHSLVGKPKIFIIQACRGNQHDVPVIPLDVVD
# Target sequence (P55212 194-293 limits assumed): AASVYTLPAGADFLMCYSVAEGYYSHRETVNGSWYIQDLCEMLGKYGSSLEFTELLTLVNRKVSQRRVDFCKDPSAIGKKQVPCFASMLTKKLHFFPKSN
# LGR2 antag = inhibitors of bursicon-induced Drosophila LGR2 receptor cAMP signaling; HEK293 LGR2, CRE-luciferase, bursicon-stimulated, 4 h; inhibition, % at 9.99 µM; 0.35% of 380,000 active;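 active = drop in luminescence signal, shown as inhibition above about 50% in the replicate tests, limit read from the data, passing the limit was not always enough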;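 note: agonist challenge used bursicon conditioned medium at about half maximal strength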
# SIRT5 inh = blocks human SIRT5 desuccinylation of peptide. Purified SirT5, succinyl-peptide AMC, trypsin-coupled fluorescence. inhibition, % at 15 µM. 1.1% of 330,000 active. AID 652115; in the data active = inhibition above about 15%
# Target sequence (Q9NXA8 whole entry, looked up): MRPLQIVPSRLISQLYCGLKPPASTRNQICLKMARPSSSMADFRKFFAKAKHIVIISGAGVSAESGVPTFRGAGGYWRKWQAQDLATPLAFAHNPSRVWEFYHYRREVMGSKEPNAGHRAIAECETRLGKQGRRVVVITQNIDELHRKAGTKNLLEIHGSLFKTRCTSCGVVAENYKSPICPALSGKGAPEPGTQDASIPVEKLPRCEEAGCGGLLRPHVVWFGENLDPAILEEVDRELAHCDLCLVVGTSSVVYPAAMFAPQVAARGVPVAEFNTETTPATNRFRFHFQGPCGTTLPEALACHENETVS
# FN deposit inh = fibronectin deposition inhibition. AH1F fibroblasts, Alexa488-fibronectin deposition fluorescence, overnight. inhibition, % at 12.6 µM. 0.086% of 350,000 active. AID 743247;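 active = mean inhibition across replicates of 30% or more, regardless of how many single replicates reach that level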;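 note: positive control wells lacked labelled fibronectin entirely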
#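 Material: AH1F fibroblast monolayer depositing Alexa488-labelled fibronectin into matrix | Input: 10000 AH1F cells/well | Medium: DMEM plus 2% serum, read in PBS | Reagent: Alexa488-fibronectin, 24 nM final in well | Compound dosing: One dose per compound, pinned | Schedule: 1 h adhesion, overnight exposure | Measured by: Fluorescence at 485 nm excitation, 525 nm emission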
# esBAF inh = inhibitors of esBAF chromatin remodeling in mouse ES cells | Bmi1-luciferase knock-in reporter, 24 h; 100% = twice the neutral-well signal | 2% of 350,000 active | AID 602393 | reporter increase, % at 12.5 µM; in the data active = activation above about 40%;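 note: 0% = median of the plate's neutral control wells and 100% = double that signal; a rise in the Bmi1 reporter signal indicates esBAF inhibition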
# Active calls of the source: *; x = not tested or not shown; & = joins results of further samples. The list is partial; the hit share may differ from the screen's.
1. O=C(O)CN=C1CC(c2ccccc2)CC(=O)/C1=C(/O)CCCN1C(=O)c2ccccc2C1=O (configuration not stated)
2. CC(C)(C)[S@@](=O)N1Cc2cc(C(=O)NCc3ccc4c(c3)OCO4)nc(-c3cccc(-c4ccncc4)c3)c2[C@H]1CCO
3. CN(CC(=O)Nc1cccc(F)c1)C(=O)c1cc(-c2ccccc2)nc2ccccc12
4. O=C1CCCC/C1=C\Nc1ccc(S(=O)(=O)Nc2cnc3ccccc3n2)cc1
5. O=C(Cn1ccc2ccccc2c1=O)NCCC(=O)NC1CCN(Cc2ccccc2)CC1
assay / entry	1	2	3	4	5
S100A4 inh HTS	-4	-2	0	-13	x
Statin myotox sup	x	-29	-44	7	5
CASP6 VEID inh	0	-4	3	4	x
LGR2 antag	11	24	-6	10	x
SIRT5 inh	-3	x	-2	0	x
FN deposit inh	3	20	0	3	-7
esBAF inh	x	6	x	-7	1

6. CCCN(CC(=O)Nc1ccccc1OC)C(=O)c1ccc2c(c1)NC(=O)C(C)S2 (configuration not stated)
7. CCCn1nc(NS(=O)(=O)c2cccc3nonc23)c2cc3ccccc3nc21
8. C[C@H]1CCCCO[C@H](CN(C)CC2CCCCC2)[C@@H](C)CN([C@@H](C)CO)C(=O)c2cc(NC(=O)Cc3ccccc3)ccc2O1
9. C[C@@H]1CCCCO[C@@H](CN(C)C(=O)NC2CCCCC2)[C@H](C)CN([C@@H](C)CO)C(=O)c2cc(NC(=O)c3ccncc3)ccc2O1
10. C[C@@H]1CN([C@H](C)CO)C(=O)c2cc(C3=CCCC3)cnc2O[C@@H]1CN(C)C(=O)NC1CCCC1
assay / entry	6	7	8	9	10
S100A4 inh HTS	-1	-6	10	2	-13
Statin myotox sup	14	14	x	x	9
CASP6 VEID inh	-161	1	0	0	1
LGR2 antag	6	0	0	8	-6
SIRT5 inh	-1	3	-6	3	2
FN deposit inh	-3	0	x	x	x
esBAF inh	1	3	-6	11	-8

11. CNC[C@@H]1Oc2c(N)cccc2C(=O)N([C@H](C)CO)C[C@H]1C
12. COc1ccc(CCN(C)C(=O)CSc2nnnn2C)cc1OC
13. COc1ccc(NC(=O)N2[C@@H]3CNC[C@H]2C3c2ccc(/C=C/c3ccccc3)cc2)cc1 (some centres not stated)
14. CSc1ccc(/C=N/Nc2ccc(Cl)c(C(=O)O)c2)cc1
15. O=C(NCC(=O)N1CCOCC1)c1ccccc1
assay / entry	11	12	13	14	15
S100A4 inh HTS	4	-4	11	1	2
Statin myotox sup	39	x	x	x	1
CASP6 VEID inh	1	3	-1	5	-3
LGR2 antag	8	4	-32	-135	-7
SIRT5 inh	2	0	3	4	10
FN deposit inh	-7	0	-6&-9	x	4
esBAF inh	-2	x	x	x	26

16. O=C(C1CC1)N1[C@H](CO)[C@H]2c3ccccc3NC[C@H]21
17. COc1ccc(CC(=O)OCC(=O)N2CCN(S(=O)(=O)c3ccc(C)cc3C)CC2)cc1
18. CC(C)(CC(=O)O)CC(=O)NNc1ncccc1C#N
19. COc1cc(O)c(C(C)=O)c(CC(=O)O)c1
20. CCOC(=O)COc1nc(-c2ccc(Cl)cc2)cc(-c2ccco2)c1C#N
assay / entry	16	17	18	19	20
S100A4 inh HTS	18	3	-5	-1	1
Statin myotox sup	4	14	-2	-24	3
CASP6 VEID inh	-2	1	-1	15	0
LGR2 antag	-16	-10	x	12	9
SIRT5 inh	8	-3	-3	x	-1
FN deposit inh	-5	-2	11	x	0
esBAF inh	-9	-2	1	-9	-4

21. COc1ccc(NC(=O)Nc2ccc3c(c2)CC(=O)N([C@H](C)CO)C[C@H](C)[C@H](CN(C)C)O3)cc1
22. Cc1noc(C)c1NC(=O)N(C)C[C@H]1Oc2ccc(NC(=O)CCC(F)(F)F)cc2CC(=O)N([C@H](C)CO)C[C@H]1C
23. CC(c1ccccc1)c1nnc(N)s1 (configuration not stated)
24. COc1cccc(C2=NOC(C(=O)N3CCN(C(=O)c4ccco4)CC3)C2)c1 (configuration not stated)
25. CC(C)c1cc(Cn2c3ccccc3c(=O)n2C(C)Cn2cc(COc3ccccc3)nn2)on1 (configuration not stated)
assay / entry	21	22	23	24	25
S100A4 inh HTS	5	3	-1	4	-7
Statin myotox sup	12	-11	x	3	x
CASP6 VEID inh	-4	-1	0	-3	-1
LGR2 antag	15	7	16	-9	-4
SIRT5 inh	-6	-5	-6	x	-13
FN deposit inh	-7	-10	-22	13	0
esBAF inh	7	2	x	2	x

26. CCCNC(=O)C1(C)CCN(C(=O)COCc2ccccc2)C1 (configuration not stated)
27. Cc1noc(C)c1NC(=O)Nc1ccc2c(c1)CC(=O)N([C@H](C)CO)C[C@@H](C)[C@@H](CN(C)S(C)(=O)=O)O2
28. O=C(CN(C(=O)c1csnn1)c1ccccc1C(F)(F)F)NCc1ccccc1
29. Cc1ccc(-c2cnc3c(c2)C(=O)N([C@@H](C)CO)C[C@H](C)[C@@H](CN(C)CC2CCCC2)O3)cc1
30. O=C1NC(=O)N2CCSC2(Cc2ccccc2)N1 (configuration not stated)
assay / entry	26	27	28	29	30
S100A4 inh HTS	8	x	0	-11	-3
Statin myotox sup	4	-9	6	-45	x
CASP6 VEID inh	0	x	-1	6	x
LGR2 antag	9	9	7	5	-2
SIRT5 inh	-2	x	-2	3	-9
FN deposit inh	-3	x	-4	-3	-1
esBAF inh	-4	1	-1	-2	x

# Single records, as listed above. Order of values: S100A4 inh HTS, Statin myotox sup, CASP6 VEID inh, LGR2 antag, SIRT5 inh, FN deposit inh, esBAF inh
# Entry for O=C(Cn1ccc2ccccc2c1=O)NCCC(=O)NC1CCN(Cc2ccccc2)CC1 : x, 5, x, x, x, -7, 1
# Entry for C[C@@H]1CN([C@H](C)CO)C(=O)c2cc(C3=CCCC3)cnc2O[C@@H]1CN(C)C(=O)NC1CCCC1 : -13, 9, 1, -6, 2, x, -8

# (more compounds)
31. COc1ccc(S(=O)(=O)N[C@@H]2CC[C@H](CC(=O)N3CCc4ccccc4C3)O[C@H]2CO)cc1
32. C[C@@H]1CN([C@H](C)CO)C(=O)c2cc(NC(=O)Cc3ccccc3)ccc2O[C@@H]1CN(C)C(=O)Nc1ccc(F)cc1
33. O=C1CCN(CCc2ccccc2)CCN1[C@H](CSc1ccc(Br)cc1)c1ccccc1
34. S=C1NNC2(NN1)C1CC3CC(C1)CC2C3
35. Cc1ccc(OCc2cc(C(=O)N3CCC(C(O)C(C)C)CC3)no2)cc1C (configuration not stated)
assay / entry	31	32	33	34	35
S100A4 inh HTS	4	5	6	x	-1
Statin myotox sup	5	1	5	7	2
CASP6 VEID inh	2	4	x	x	4
LGR2 antag	15	17	-10	x	-32
SIRT5 inh	-2	1	x	x	6
FN deposit inh	x	x	-10	4	-6
esBAF inh	-1	1	11	3	31

36. COc1ccc(CCNC(=O)COC(=O)C2=NNC(=O)CC2)cc1
37. Cc1ccc(CN(C)C(=O)CC2C(=O)NCCN2CC2CCCCC2)cc1 (configuration not stated)
38. C/C(=N/NC(=O)CNC(=O)C1COc2ccccc2O1)c1cccc(O)c1 (configuration not stated)
39. CO[C@H]1CN(C)C(=O)c2cc(NC(=O)Cc3ccccc3)ccc2OC[C@H](C)N(C)C[C@H]1C
40. C[C@@H]1CN([C@@H](C)CO)C(=O)c2cc(-c3cncnc3)cnc2O[C@@H]1CN(C)C(=O)c1cccc(F)c1
assay / entry	36	37	38	39	40
S100A4 inh HTS	-1	-12	5	-6	6
Statin myotox sup	-41	x	x	11	1
CASP6 VEID inh	2	-2	6	-2	-3
LGR2 antag	-4	1	14	4	3
SIRT5 inh	x	0	-1	-3	-6
FN deposit inh	x	-10	-8	x	x
esBAF inh	-5	x	x	-1	7

41. Cc1ncc(CN2CCCC(C(=O)Nc3ccc(-c4cccc(F)c4)cc3)C2)n1C (configuration not stated)
42. CCCS(=O)(=O)NC(=O)C1(C)CCCN(C(=O)c2oc3ccccc3c2C)C1 (configuration not stated)
43. COC(=O)c1nnn(CC(=O)NC(=O)Nc2ccccc2F)c1C(=O)OC
44. CC(=O)Nc1cnc(NC(=O)c2cccc(F)c2)cc1C
45. C/C=C/c1cnc2c(c1)C(=O)N([C@H](C)CO)C[C@@H](C)[C@@H](CN(C)C(=O)C1CCCCC1)O2
assay / entry	41	42	43	44	45
S100A4 inh HTS	-5	0	-1	x	-1
Statin myotox sup	-7	9	4	-11	24
CASP6 VEID inh	-22	-1	0	x	1
LGR2 antag	9	-5	1	x	3
SIRT5 inh	-1	1	-2	x	-2
FN deposit inh	x	-1	5	-16	x
esBAF inh	-10	24	-14	8	-2

46. COc1ccc(C(=O)CNc2cccc(F)c2)cc1
47. O=C(CCN1C(=O)/C(=C/c2ccccc2)SC1=S)NNC(=O)c1ccncc1
48. O=C(C[C@H]1CC[C@@H]2[C@H](COC[C@H](O)CN2Cc2ccncc2)O1)NCc1ccncc1
49. CC(=O)c1ccc(OCc2cc(C(=O)N(C)CCN3CCOCC3)no2)cc1
50. COc1cccc(-n2cc(CN(C)Cc3nc(Cc4ccccc4)no3)cn2)c1
assay / entry	46	47	48	49	50
S100A4 inh HTS	-1	-11	-10	-2	-1
Statin myotox sup	17	x	-3	8	x
CASP6 VEID inh	0	-2	-1	2	2
LGR2 antag	-103	1	-1	-10	-4
SIRT5 inh	-5	-2	9	-1	-1
FN deposit inh	-3	4	3	-6	15
esBAF inh	63*	x	-8	-3	x

# A different layout for 9 compounds above:
item	SMILES	S100A4 inh HTS	Statin myotox sup	CASP6 VEID inh	LGR2 antag	SIRT5 inh	FN deposit inh	esBAF inh
42	CCCS(=O)(=O)NC(=O)C1(C)CCCN(C(=O)c2oc3ccccc3c2C)C1 (configuration not stated)	0	9	-1	-5	1	-1	24
43	COC(=O)c1nnn(CC(=O)NC(=O)Nc2ccccc2F)c1C(=O)OC	-1	4	0	1	-2	5	-14
44	CC(=O)Nc1cnc(NC(=O)c2cccc(F)c2)cc1C	x	-11	x	x	x	-16	8
45	C/C=C/c1cnc2c(c1)C(=O)N([C@H](C)CO)C[C@@H](C)[C@@H](CN(C)C(=O)C1CCCCC1)O2	-1	24	1	3	-2	x	-2
46	COc1ccc(C(=O)CNc2cccc(F)c2)cc1	-1	17	0	-103	-5	-3	63*
47	O=C(CCN1C(=O)/C(=C/c2ccccc2)SC1=S)NNC(=O)c1ccncc1	-11	x	-2	1	-2	4	x
48	O=C(C[C@H]1CC[C@@H]2[C@H](COC[C@H](O)CN2Cc2ccncc2)O1)NCc1ccncc1	-10	-3	-1	-1	9	3	-8
49	CC(=O)c1ccc(OCc2cc(C(=O)N(C)CCN3CCOCC3)no2)cc1	-2	8	2	-10	-1	-6	-3
50	COc1cccc(-n2cc(CN(C)Cc3nc(Cc4ccccc4)no3)cn2)c1	-1	x	2	-4	-1	15	x

# Later entries.
51. COc1ccc(Cc2n[nH]c(=S)n2-c2cc(C)ccc2C)cc1OC
52. COc1cc(CNCc2cccnc2)ccc1OCC(=O)NC(C)(C)C
53. COc1cccc(NC(=O)CNC(=O)Cn2cnc3sc(C)c(C)c3c2=O)c1
54. CN(C)S(=O)(=O)N1CCC(c2ccc(F)cc2)C(COc2ccc3c(c2)OCO3)C1 (configuration not stated)
55. O=C(Nc1ccc2c(c1)CCC2)c1ncoc1-c1ccccc1F
56. CC(C)CC(c1nnnn1CCc1ccccc1)N1CCC(C(N)=O)CC1 (configuration not stated)
57. O=C(NCCc1nc2ccccc2[nH]1)/C(=C/c1ccco1)NC(=O)c1ccc(Br)cc1
58. C#CCOCCOCCOCCNc1nc(N2CCN(C(=O)CCCCCCCCCCNC(=O)[C@H](CCCCN)n3cc(CCO)nn3)CC2)nc(N2CCN(C(=O)CCCCCCCCCCNC(=O)[C@H](CCCCN)n3cc(CCCC(=O)O)nn3)CC2)n1
assay / entry	51	52	53	54	55	56	57	58
S100A4 inh HTS	3	-6	5	x	16	x	-5	1
Statin myotox sup	-8	0	-2	32	11	-3	-1	-1
CASP6 VEID inh	2	-1	3	x	1	x	2	-238
LGR2 antag	8	-2	9	2	-28	6	10	-3
SIRT5 inh	x	x	0	x	3	x	-6	-9
FN deposit inh	0	4	14	x	-4	x	-5	3
esBAF inh	2	-3	-7	-5	12	0	-2	1
